Pf Dd2 inh: Plasmodium falciparum Dd2 growth inhibition; P. falciparum Dd2 growth, SYBR Green, 72 h; Potency, µM (series often up to 28.9 µM), for inactives: at the top dose activity, negative = inhibition, actives largely listed as inhibitors; 120,000 compounds, 4.3% hits; AID 1347417; active = well fitted inhibition curve with a large enough effect; inconclusive = small, poorly fitted or top-dose-only effect; inactive = no such curve, though single readings can be large or run the other way;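 note: plate controls were DMSO vehicle for no effect and reference drug for full effect; nearly all actives have a fitted effect of over 65% in size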
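Infected erythrocytes (Dd2, 0.3% parasitemia, 2.5% hematocrit final) are added to compound in RPMI-1640/Albumax II medium, grown 72 h at 37C in low oxygen, then lysed with saponin/Triton-X containing SYBR Green and read by fluorescence.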
The depositor's hits bear a star; i = inactive; ? = inconclusive; [ ] = remark or other dose. Potency is the fitted concentration of half-maximal effect. Some of the compounds tested; count on the stated rates, not on these rows.

The first 2 entries, to show the layout:
Molecule,Pf Dd2 inh
CCCCNC(=O)Cc1csc2nc(C)c(-c3cc(C)n(-c4cccc(C)c4)n3)c(=O)n12,i
CCOc1ccc(CCNC(=O)Cn2nc(C)c3c(C)n(-c4ccccc4)nc3c2=O)cc1OCC,13%

This part in full (from the top)
Molecule,Pf Dd2 inh
CCCCNC(=O)Cc1csc2nc(C)c(-c3cc(C)n(-c4cccc(C)c4)n3)c(=O)n12,i
CCOc1ccc(CCNC(=O)Cn2nc(C)c3c(C)n(-c4ccccc4)nc3c2=O)cc1OCC,13%
c1ccc(Cn2cnnc2CC2CCNCC2)cc1,i
COCCN[C@@H]1C[C@@H]2c3[nH]c4ccccc4c3C[C@@H](C(=O)OC)N2[C@H](c2ccc(C(F)(F)F)cc2)C1,?
Cc1cc(=O)n(CC(=O)Nc2cccc(C)c2C)c(N2CCc3ccccc3C2)n1,?
COc1ccc(N2CCN(C3CCCN(Cc4cc(=O)[nH]c(=O)[nH]4)C3)CC2)cc1 (stereo not given),-1%
Cc1ccccc1C(=O)Nc1nnc(S(=O)(=O)N(C)Cc2ccccc2)s1,35%[activator]
CCOC(=O)C1(Cc2ccc(F)cc2)CCCN(C(=O)c2ccc(N(C)C)cc2)C1 (stereo not given),?

Remaining list, next part:
Molecule,Pf Dd2 inh
Cc1ccc(CNC(=O)N2CCCC(c3nc(C(C)C)no3)CCNC(=O)CC2)cc1 (stereo not given),18%
CN(C)C(=O)c1cccnc1OC1CCN(S(=O)(=O)Cc2ccccc2Cl)C1 (stereo not given),0%
Cc1noc(/C=C/c2ccco2)c1S(=O)(=O)N1CCC(C(=O)Nc2ccc(F)cc2F)CC1,-16%
O=C(c1ccc(C(F)(F)F)cc1)N1CCn2c(nn(-c3ccc(C(F)(F)F)cc3)c2=O)C1,-4%
CCOC(=O)c1ccc(N2C(=O)[C@@H]3Cc4nc[nH]c4CN3C2=O)cc1,-17%[44.1 µM]
Cc1cc(C(=O)N2CCc3c(nc(-c4ccc(F)cc4)[nH]c3=O)C2)nn1C,-8%
CN(C)C(=O)C1CCc2nnc(C3CCN(C(=O)c4ccccc4)CC3)n21 (stereo not given),31%[activator]
COCCCNc1nc2c(S(=O)(=O)c3ccc(C)c(C)c3)nnn2c2ccccc12,?

Next entries
Molecule,Pf Dd2 inh
O=C(NCc1nnc2ccc(-c3ccc(Cl)cc3)nn12)c1cc(F)ccc1F,i
CCC(=O)N1c2ccccc2CC1C(=O)N1CCN(c2cccc(Cl)c2)CC1 (stereo not given),i
Cc1cccc(OCC(=O)N2CC(F)(F)C[C@H]2c2nnc(C)o2)c1,22%
Cc1cc(C)cc(NC(=O)Cn2nnc(C(=O)Nc3cc(C)cc(C)c3)c2N)c1,2%
CCOc1ccc(-c2nonc2NC(=O)c2oc3c(C)c(C)ccc3c2C)cc1OCC,i
C#CCN(C)Cc1nc(C2(O)CCN(CCC(C)C)CC2)cs1,?
c1ccc(COCCCc2nc(C3CCOC3)n[nH]2)cc1 (stereo not given),4%
O=C(C1CC1)N1CC[C@H](c2nc3ccccc3s2)C1,-23%[44.1 µM]

Next compounds follow.
Molecule,Pf Dd2 inh
O=C(c1ccc(F)cc1)N1CCC2(CC1)CCN(Cc1cccs1)c1ccccc1O2,?
CCC(=O)NCCC1CCN(C(=O)Nc2ccc(C)cc2)CC1,-6%
CNC(C)c1ccccc1OC (stereo not given),-14%[44.1 µM]
Cc1ccc(CNC(=O)c2c(-c3cccc(Br)c3)noc2C)o1,?
CC(=O)N1CCC([C@@H]2CN(C(=O)CCCc3ccccc3)C[C@H]2CO)CC1,3%
CCc1ccc(C(=O)NC2=NC(c3cc(OC)ccc3OC)CC(=O)N2)cc1 (stereo not given),-21%
COCc1nnc([C@@H]2CC(F)(F)CN2C(=O)Cc2ccccc2C)o1,i
CCNC(=O)Nc1ccc(OCC(=O)NC(C)c2ccc(OC)c(OC)c2)nc1 (stereo not given),-8%

Next section:
Molecule,Pf Dd2 inh
Cc1ccc(CCNC(=O)c2ccc3c(c2)N(Cc2cc(C)ccc2C)C(=O)c2ccccc2S3=O)cc1 (stereo not given),?
CC(C)C[C@H](CO)NC(=O)C[C@@H]1c2nc(NC(=O)c3ccco3)sc2C[C@@H]2[C@](C)(CO)[C@H](O)CC[C@]21C,8.9µM*
O=C(C[C@@H]1CCNC[C@@H]1Cc1cc(CSc2ccccc2)on1)NCc1ccc2c(c1)OCO2,i
Fc1ccccc1CN1CCOC[C@H](Oc2cccnc2)C1,?
CN1c2cc(C(=O)N3CCN(c4ccccn4)CC3)ccc2C(=O)N2CCCCC21 (stereo not given),i
COc1ccc(CNc2ncnc3c2cnn3-c2ccc(Cl)cc2)cc1,i
CNC(=O)C1CCN(C(=O)N2CC(C)Oc3ccc(Cl)cc32)CC1 (stereo not given),7%
COc1ccc(-n2c(=O)c3c(n2Cc2ccccc2)CN(C(=O)COc2ccccc2)CC3)cc1,?

New compounds follow:
Molecule,Pf Dd2 inh
Cc1nc(CNC(=O)C2CCCN(C3CCCC3)C2)cc(=O)[nH]1 (stereo not given),16%
CS(=O)(=O)NC[C@H]1C[C@@H]2CCN1C[C@@H]2CN1C[C@@H]2C[C@H](C1)c1cccc(=O)n1C2,4%[44.1 µM]
Cc1cccc(-n2cc(-c3ccccc3)c3c(N4CCC(C)CC4)ncnc32)c1,?
O=C(NCC1CCN(c2cc(-c3ccccc3)[nH]n2)CC1)c1ccc2nc[nH]c2c1,-8%
Cc1ccc(Cc2ccccc2C(=O)N2C[C@@H](CN(C)CCO)[C@@H](CO)C2)cc1,-20%
Cc1cccc(N(C)S(=O)(=O)c2cc(-c3cnc(C4CC4)o3)ccc2C)c1,?
COc1ccc(OC)c(NC(=O)Cn2c(-c3cnccn3)nc(C)c(CCO)c2=O)c1,-4%
O=C(CN1CC2CC(C1)[C@H]1CCCC(=O)N1C2)N1CCN(c2ccccc2F)CC1 (stereo not given in full),-25%

Further entries
Molecule,Pf Dd2 inh
O=C(c1ccccc1OCC1CCCN(C2CCC2)C1)N1CCCCC1 (stereo not given),i
COc1ccccc1CNc1ncnc2c1c(-c1ccccc1)cn2-c1cccc(C)c1,?
COc1ccc(C(=O)N[C@@H]2CCC[C@@H]2C(=O)NCc2ccc(OC(F)(F)F)cc2)cc1,2%
COCCOCC(=O)N1CC(c2nnc(-c3ccncc3)o2)C2(CCOCC2)C1 (stereo not given),19%
Cc1nn2c(c1-c1ccccc1OCc1ccccc1)N(Cc1ccccc1O)CCC2,?
CC(C)(C)C(=O)N1CCCC2(COc3ccccc3[S+](=O)([O-])N2)C1 (stereo not given),?
CCN1C(=O)CCN(C(=O)c2nn(C)c3ccccc23)CC12CCOCC2,-2%
CC1=C[C@@H](CC#N)[C@H](C(C)C)C[C@H]1CC(=O)NCc1ccccc1,i

The list goes on.
Molecule,Pf Dd2 inh
CC(C)(C)c1ccc(NC(=O)O[C@@H]2CO[C@H]3[C@@H]2OC[C@@H]3Nc2nccc(-c3cccs3)n2)cc1,-5%
CC(C)(C)c1coc([C@@H]2COCCN2Cc2ccc(Cl)cc2)n1,?
CCn1c(=O)cc(SCC(=O)NCCc2cc(OC)ccc2OC)c2ccccc21,-1%
Cc1ccc(CN2CCC3(CC2)CN(c2ccncn2)CC3CO)o1 (stereo not given),-5%
Cc1ccccc1-c1nc(CS(=O)(=O)CC(=O)N2CCN(c3ccccc3)CC2)c(C)o1,38%[activator]
Cc1ccc(C(=O)N2CC3(Cc4ccccc4N([S+](C)(=O)[O-])C3)C2)cc1,-26%
Cc1cccc(NC(=O)CSc2nc3c(sc4ccccc43)c(=O)n2CCCC(=O)NC2CCCC2)c1,8%
CCOc1ccc(CNC(=O)CCCn2c(=O)c3cccn3c3ccccc32)cc1,?

Other results.
Molecule,Pf Dd2 inh
Cc1ccc(N(CC(=O)Nc2ccc(C)c(F)c2)S(=O)(=O)c2c(C)n[nH]c2C)cc1,8.9µM*
O=C(Cc1cccs1)N1CCC(c2noc(-c3ccncc3)n2)C1 (stereo not given),79%[activator][5.79 µM]
Cc1cn2nc(C(=O)Nc3ccc(N(C)C)cc3)cc2c(N(C)Cc2ccccc2)n1,0.79µM*
CCOc1ccccc1CNS(=O)(=O)c1ccc2[nH]c(=O)ccc2c1,9%
CCOC(=O)c1ccc(NS(=O)(=O)c2ccc3c(c2)CCN3C(=O)CC)cc1,i
Cc1cc(C)cc(NC(=O)NCC2CCN(Cc3cc(C)ccc3C)CC2)c1,?
O=C(N1CCCC1c1nc(CCOc2ccc(F)cc2)no1)C1(c2ccccc2)CC1 (stereo not given),?
Cc1cc(C)c(CNC(=O)c2cc(-c3cccnc3)cc3c2OCCN3C)c(=O)[nH]1,-13%[44.1 µM]

(list continues)
Molecule,Pf Dd2 inh
O=C(COc1ccccc1)Nc1ccc2nc(SCCOc3ccccc3)sc2c1,-22%
CCc1ccc(NC(=O)c2cnn(-c3ccccc3)c2-n2cccc2)cc1,?
Nc1nn(-c2ccccc2)nc1C(=O)OCc1ccc(Cl)cc1,38%[activator]
Cc1cc(C(=O)NCC(F)(F)F)c2c(C3CCNCC3)noc2n1,?
CCc1cccc(NC(=O)C2CCN(C(=O)c3ncn4c3COC(c3ccccc3)C4)CC2)c1 (stereo not given),-13%
CCCNC(=O)CCc1ccc2c(c1)CN(C(=O)C1CC1)CCO2,1%
Cc1ccccc1-c1noc(CSc2nc(-c3ccc(F)cc3)cc(=O)[nH]2)n1,5%
CCOc1ccc(OCC)c(NC(=O)CC(C)n2nc(C)cc2C)c1 (stereo not given),3%

The results go on:
Molecule,Pf Dd2 inh
Cc1ccc(CNC(=O)C2(C)CCCCC(=O)N2)cc1 (stereo not given),i
COc1cccc(NC(=O)c2cnc3c(c2)N(C(=O)Cc2cn(C)c4ccccc24)CCC3)c1,?
CC1=C(C(=O)NCc2cccc(F)c2)C2(CCCCCC2)OC1=O,i
CN(Cc1ccc2nsnc2c1)C(=O)c1ccc(N2CCCC2=O)cc1,13%
O=C1CO[C@H]2CN(Cc3ccc4c(c3)OCO4)C[C@H]2N1Cc1ccc(F)cc1,10µM*
CCS(=O)(=O)NCc1nc(-c2ccc(C)cc2)c(-c2ccccn2)[nH]1,-24%
O=Cc1ccccc1-c1ccc(OC(F)(F)F)cc1,-5%[76.6 µM]
O=C(CC(F)(F)F)N1CCC(N2C(=O)C3(CCCC3)C2c2ccccc2)CC1 (stereo not given),6.3µM*

Sorted by count of non-hydrogen atoms (lowest first): some entries from above.
Molecule,Pf Dd2 inh
Cc1ccc(CNC(=O)C2(C)CCCCC(=O)N2)cc1 (stereo not given),i
CC1=C(C(=O)NCc2cccc(F)c2)C2(CCCCCC2)OC1=O,i
CCS(=O)(=O)NCc1nc(-c2ccc(C)cc2)c(-c2ccccn2)[nH]1,-24%
O=C1CO[C@H]2CN(Cc3ccc4c(c3)OCO4)C[C@H]2N1Cc1ccc(F)cc1,10µM*
COc1cccc(NC(=O)c2cnc3c(c2)N(C(=O)Cc2cn(C)c4ccccc24)CCC3)c1,?

Next section:
Molecule,Pf Dd2 inh
CCOc1ccc(N2CC(c3nc4ccccc4n3CCCOc3ccccc3OC)CC2=O)cc1 (stereo not given),?
Cc1cccc(CCNC(=O)c2ccc3c(c2)nc2n3CCC(C)C2)c1 (stereo not given),-3%
COC(=O)c1ccccc1NC(=O)CSc1nc2ccsc2c(=O)n1CCC(C)C,6%
COc1ccc(S(=O)(=O)NCC(c2ccco2)N2CCOCC2)cc1C (stereo not given),-5%
CC(=O)Nc1ccc(CN[C@@H]2CO[C@H](CNC(=O)c3cccs3)[C@H]2O)cc1,-16%[44.1 µM]
CN(C)c1cc(N2CCCC(NC(=O)CCc3ccccc3)C2)ncn1 (stereo not given),36%[activator][5.79 µM]
COC(=O)c1ccc(Cn2c(=O)cc(C)c3c(C)nn(C)c32)cc1,6%
CCc1ccc(CNC(=O)c2ccc(NC(=O)N3CCSc4ncccc43)cc2)cc1,i

(next part)
Molecule,Pf Dd2 inh
Cc1ccc(NC(=O)CN2C(=O)c3ccccc3Sc3ccc(C(=O)N4CCCC4)cc32)cc1,?
COCCCNC(=O)c1c(NC(=O)c2cc(=O)c3cc(C)c(C)cc3o2)sc2c1CCCC2,21%
COc1cccc(N2C(=O)NC(=NC3CCCC3)C23CCN(C(=O)c2ccccc2)C3)c1 (stereo not given),-21%
O=C(c1ccc2n[nH]nc2c1)N1C[C@H](CO)C[C@H](CN2CCOCC2)C1,3%
O=C(CCCn1cncn1)NC1CC(c2cc(=O)[nH]c(C3CC3)n2)C1 (stereo not given),-14%
COc1ccc(-c2[nH]c3ccccc3c2SCCNC(=O)c2ccc(S(=O)(=O)N(C)C)cc2)cc1,7.9µM*
Cc1ccc2nc(NC(=O)CSc3ncc(C(=O)Nc4ccc(F)cc4)c(=O)n3C)sc2c1,39%[activator]
CCc1nc2nc(C)cc(Nc3cc(Cl)ccc3OC)n2n1,-17%

Other structures:
Molecule,Pf Dd2 inh
O=c1cc(-c2ccncc2)oc2c(-c3ccc(CO)cc3)nccc12,?
COCCN1C(=O)[C@@H]2C[C@@H](CN2C(=O)Cc2ccccc2)Oc2ccccc21,15%[44.1 µM]
Cc1ccc(-c2nnc(C3CN(C(=O)c4sccc4C)CC34CCOCC4)o2)cc1 (stereo not given),i
COc1cc(CN2CCC3(CC2)CC(O)CCO3)cc(OC)c1 (stereo not given),-8%
COC(=O)c1ccc(NC(=O)Cn2cnc3c2c(=O)n(C)c(=O)n3C)cc1,2%
COc1ccc(CN(C)S(=O)(=O)c2nnc(NC(=O)C(C)C)s2)cc1OC,i
Cc1onc(-c2cnn(C)c2NCc2ccc(C#N)cc2)c1C(=O)N(C)c1ccccc1,-14%[44.1 µM]
Cc1ccc(N2CC(c3noc(C4(c5ccccc5)CC4)n3)CC2=O)cc1 (stereo not given),-18%
CC(C)NC(=O)N1C[C@@H]2CCCN3CCC[C@@H]([C@H]23)[C@H]1CCCC(=O)Nc1ccccc1,-11%

Bioassay records (PubChem BioAssay)
